Pin1 inhibitor – qHTS Assay to Find Inhibitors of Pin1. Pin1 FP peptide displacement, HiFluor488, 10 min. Peptidyl-prolyl cis-trans isomerase NIMA-interacting 1 (Homo sapiens), Q13526. Potency, µM (doses to about 115 µM), without a hit: at the highest dose activity, negative = inhibition, most hits filed as inhibitors. hit rate 0.009% among 390,000; active = well fitted inhibition curve with a large enough effect in the polarisation, with a control signal flat, not every such curve was filed as active; inconclusive = small, poorly fitted or top-dose-only effect, or effect the other way, or a change in a side signal; inactive = no such curve, though single readings can be large or run the other way; the % refers to the polarisation; note: potency is the fitted concentration of half-maximal effect; % is set by controls: 0 for no effect and ±100 for the full control effect
JMJD2A Tudor – qHTS Assay for Inhibitors of JMJD2A-Tudor Domain; AlphaScreen JMJD2A-Tudor / H3K4me3 peptide binding; Potency, µM (series often up to 114 µM), for inactives: top-dose activity change, negative = inhibition, most hits filed as inhibitors; hit rate 4.4% among 390,000; note: potency is the fitted concentration of half-maximal effect; % is set by controls: 0 for no effect and ±100 for the full control effect; nearly all actives have a fitted effect of over 50% in size
ERG Ets-DNA blk – qHTS for Small Molecule Inhibitors of the ERG Ets/DNA interaction; Transcriptional regulator ERG (Homo sapiens), P11308; fluorescence polarization, His-ERG Ets domain / labelled DNA; Potency, µM (doses to about 76.9 µM), inactives show at the top dose FP activity, negative = inhibition, hits mostly inhibitors; hit rate 0.028% among 370,000; active = well fitted inhibition curve with a large enough effect in the polarisation, with a control signal flat; inconclusive = small, poorly fitted or top-dose-only effect, or effect the other way, or a change in a side signal; inactive = no such curve, though single readings can be large or run the other way; the % refers to the polarisation;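 note: polarization taken with two DNA probes labelled with fluorescein and Texas red; potency is the fitted concentration of half-maximal effect; % of control where 0% means no effect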
Target sequence (P11308 whole entry, looked up, the tested form may be a part): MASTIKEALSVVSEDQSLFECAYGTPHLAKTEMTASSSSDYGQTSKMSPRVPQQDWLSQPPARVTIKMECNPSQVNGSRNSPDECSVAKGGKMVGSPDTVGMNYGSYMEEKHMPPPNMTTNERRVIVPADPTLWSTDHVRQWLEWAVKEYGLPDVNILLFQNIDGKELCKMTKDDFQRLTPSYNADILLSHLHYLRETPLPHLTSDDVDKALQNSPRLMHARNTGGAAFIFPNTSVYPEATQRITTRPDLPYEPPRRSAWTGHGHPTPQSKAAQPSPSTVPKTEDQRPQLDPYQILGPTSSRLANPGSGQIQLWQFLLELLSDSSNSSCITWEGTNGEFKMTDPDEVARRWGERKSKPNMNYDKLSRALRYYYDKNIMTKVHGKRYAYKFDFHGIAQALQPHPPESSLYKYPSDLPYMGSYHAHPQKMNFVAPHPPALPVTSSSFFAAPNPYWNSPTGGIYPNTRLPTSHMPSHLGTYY
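His-tagged ERG Ets domain (1 uM in the protein solution; 300mM KCl, 50mM Tris-HCl, 1mM EDTA, 1mM DTT, pH 7.5) received compound, then a probe mix of 5 nM fluorescein-DNA and 100nM Texas-615-DNA. Fluorescence polarization was read for both dyes.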
G9a inh – qHTS Assay for Inhibitors of Histone Lysine Methyltransferase G9a; Histone-lysine N-methyltransferase EHMT2 (Homo sapiens), Q96KQ7; G9a H3K9 monomethylation, AlphaScreen, 2 h; Potency, µM (doses to about 102 µM), for the others: top-dose activity, negative = inhibition, usual class: inhibitors; hit rate 8.8% among 350,000; note: potency is the fitted concentration of half-maximal effect; % is set by controls: 0 for no effect and ±100 for the full control effect; nearly all actives have a fitted effect of over 75% in size
Target sequence (Q96KQ7 913-1193 limits assumed): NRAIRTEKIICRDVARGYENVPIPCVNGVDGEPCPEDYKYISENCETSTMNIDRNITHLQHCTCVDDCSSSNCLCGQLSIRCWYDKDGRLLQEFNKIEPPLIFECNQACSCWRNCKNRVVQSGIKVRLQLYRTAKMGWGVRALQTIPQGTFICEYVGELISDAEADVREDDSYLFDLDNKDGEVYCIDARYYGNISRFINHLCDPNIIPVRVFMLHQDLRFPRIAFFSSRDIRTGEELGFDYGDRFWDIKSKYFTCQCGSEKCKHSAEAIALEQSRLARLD
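Quantitative HTS format: methyltransferase activity on a biotin-tagged H3K9 peptide is measured by AlphaScreen, using a rabbit anti-monomethyl-H3K9 antibody with streptavidin donor and anti-IgG acceptor beads. Final levels are 20 nM enzyme, 500 nM peptide, 20 uM SAM; 2 h RT.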
BAZ2B inh – qHTS Assay for Inhibitors of BAZ2B; Bromodomain adjacent to zinc finger domain protein 2B (Homo sapiens), Q9UIF8; AlphaScreen BAZ2B-H3K14Ac peptide displacement; Potency, µM (titrated, usually from 114 µM), without a hit: at the highest dose activity change, negative = inhibition, usual class: inhibitors; hit rate 4.4% among 360,000; AID 504333, 2011; note: potency is the fitted concentration of half-maximal effect; % is set by controls: 0 for no effect and ±100 for the full control effect; nearly all actives have a fitted effect of over 60% in size
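AlphaScreen luminescence quantifies BAZ2B engagement of H3K14Ac peptide; the protein and biotinylated peptide are both at 50 nM final, buffer PBS pH 7.4 with 0.01% Tween-20, all steps at room temperature.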
PI4K2A inh – qHTS for small molecular inhibitors of PI4K2A. Phosphatidylinositol 4-kinase type 2-alpha (Homo sapiens), Q9BTU6. purified PI4K2A, ADP-Glo luminescence, 1 h; stronger effect = lower value. activity change, negative = inhibition, % at 76.9 µM. hit rate 0.13% among 420,000. AID 1346378, 2018; in the data active = activity change below about -50%; inconclusive = mostly about -30% to -49%;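 note: -100% = wells without enzyme as full effect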
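In this quantitative HTS, ADP production by PI4K2A was quantified luminescently after 1 h at ambient temperature; 100 microM adenosine served as plate-quality control.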
GLS inh – qHTS for Inhibitors of Glutaminase (GLS); GLS enzymatic activity, qHTS titration; Potency, µM (series often up to 45.5 µM), for the others: top-dose activity change, negative = inhibition, usual class: inhibitors; hit rate 0.21% among 410,000; note: potency is the fitted concentration of half-maximal effect; % is set by controls: 0 for no effect and ±100 for the full control effect
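hKGA in 45 mM KH2PO4 (pH 8.2), 0.02% Tween-20 with compound, then 1mM L-Glutamine (stock as added) plus glutamate oxidase/HRP/Amplex red coupling mix. Fluorescence read initially and after 30 min at RT; signal change reflects glutamate formation.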
HP1b binding inh – HTS for Inhibitors of HP1-beta Chromodomain Interactions with Methylated Histone Tails. AlphaScreen HP1-beta / biotin-H3K9me3 peptide binding. hit rate 0.56% among 390,000. Potency, µM (doses to about 114 µM), inactives show top-dose activity change, negative = inhibition, usual class: inhibitors. AID 540317, 2011; note: potency is the fitted concentration of half-maximal effect; nearly all actives have a fitted effect of over 70% in size; inactives centre near 23
Target sequence (P83916 whole entry, looked up): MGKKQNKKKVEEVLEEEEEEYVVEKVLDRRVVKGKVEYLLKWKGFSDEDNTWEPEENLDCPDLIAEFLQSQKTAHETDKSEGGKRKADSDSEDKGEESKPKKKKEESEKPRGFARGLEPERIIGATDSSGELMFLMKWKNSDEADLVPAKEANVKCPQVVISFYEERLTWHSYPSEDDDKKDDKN
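AlphaScreen: HP1-beta (50 nM) preformed 30 min with biotin-H3(1-18)K9me3 peptide (50 nM) in PBS pH 7.4, 0.01% Tween-20. Compound added for 30 min at RT, then streptavidin donor/nickel chelate acceptor beads (10 ug/mL) for 30 min.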
PGK inhibitor – qHTS Assay to Find Inhibitors of Phosphoglycerate Kinase. Phosphoglycerate kinase, glycosomal (Trypanosoma brucei brucei), P07378. PGK/GAPDH coupled, Kinase-Glo luminescence, 60 min. Potency, µM (highest dose often 57.5 µM), inactives show at the highest dose activity change, negative = inhibition, most hits filed as inhibitors. hit rate 0.043% among 380,000. AID 602233, 2012; note: potency is the fitted concentration of half-maximal effect; % is set by controls: 0 for no effect and ±100 for the full control effect; nearly all actives have a fitted effect of over 60% in size
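Luminescent ATP detection (Kinase-Glo Plus) follows a 60-minute room-temperature incubation, with wells lacking PGK as controls. Buffer: 100 mM TEA (pH 7.6), 5 mM MgCl2, 0.01% Tween-20. Coupling enzyme GAPDH (100 nM final) supplies unstable 1,3-BPG in-well.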
* marks the source's active call; other numbers are inactive results; i = inactive; u = inconclusive; x = not tested or not shown; [ ] = dose if it differs, or a comment. Unless noted, calls come from the whole dose curve; as a rule, active = well fitted curve in the direction sought with a large enough effect; inconclusive = small, poorly fitted or top-dose-only effect, or another doubt; inactive = no such curve, though single readings can be large; an effect the other way counts as inactive or inconclusive.

SMILES	Pin1 inhibitor	JMJD2A Tudor	ERG Ets-DNA blk	G9a inh	BAZ2B inh	PI4K2A inh	GLS inh	HP1b binding inh	PGK inhibitor
O=C(CCCc1cccs1)Nc1ccc2c(c1)OCO2	-9%	-15%	12%	5%	-9%	0	-10%	7%	i
COc1ccc(CCN2CC3=C(C2=O)C(c2ccccc2)NC(=O)N3C)cc1OC (stereo unspecified)	-3%	-6%	10%	u	-9%	-3	15%	25%	12%
Cc1cc(C(N)=O)c2ccccc2n1	-9%	-12%	x	-6%[59 µM]	x	-3	-6%	23%	1%
COc1cccc(CN2CC(C(=O)NCCOc3cccnc3)CCC2=O)c1 (stereo unspecified)	2%	-32%	5%	17%	-4%	1	4%	29%	9%
Cc1cc(Nc2cc(F)ccc2C)nc(-n2nc(C)cc2C)n1	-2%	u	8%	32%[59 µM]	-36%	0	8%	17%[57 µM]	16%
Cc1ccc(-c2cc3nc(C)cc(NCc4ccco4)n3n2)cc1	19%	-19%	3%	u	-30%	-14	-1%	24%	-1%
O=C(NC(=S)NCCc1ccccn1)c1ccco1	-5%	-2%	9%	1%	-3%	-7	-4%	17%	-10%
COc1cc2c3c(c1)C(C)CC(C)(C)N3C(=O)C2=O (stereo unspecified)	2%	u	-15%	u	u	7	-14%	u	-4%
O=C1c2ccccc2C(=O)N1Cc1ccco1	-2%	-13%	-2%	-1%[59 µM]	-7%	9	-1%	19%	1%
COc1ccc(S(=O)(=O)NCCC(=O)OCC(=O)NC2CC2)cc1	-2%	8%	-16%	x	x	4	-2%	18%	-4%
COc1ccc(NC(=O)c2cccc(F)c2)cc1Cl	-2%	-1%	-10%	21%	-6%	-3	3%	21%	0%
O=C(c1cccnc1)N1N=C(C2CCCCC2)CC1(O)C(F)(F)F (stereo unspecified)	5%	0%	7%	x	6%	0	-5%	22%	i

10 of these compounds in another layout.
compound | Pin1 inhibitor | JMJD2A Tudor | ERG Ets-DNA blk | G9a inh | BAZ2B inh | PI4K2A inh | GLS inh | HP1b binding inh | PGK inhibitor
O=C(CCCc1cccs1)Nc1ccc2c(c1)OCO2 | -9% | -15% | 12% | 5% | -9% | 0 | -10% | 7% | i
COc1ccc(CCN2CC3=C(C2=O)C(c2ccccc2)NC(=O)N3C)cc1OC (stereo unspecified) | -3% | -6% | 10% | u | -9% | -3 | 15% | 25% | 12%
Cc1cc(C(N)=O)c2ccccc2n1 | -9% | -12% | x | -6%[59 µM] | x | -3 | -6% | 23% | 1%
COc1cccc(CN2CC(C(=O)NCCOc3cccnc3)CCC2=O)c1 (stereo unspecified) | 2% | -32% | 5% | 17% | -4% | 1 | 4% | 29% | 9%
Cc1cc(Nc2cc(F)ccc2C)nc(-n2nc(C)cc2C)n1 | -2% | u | 8% | 32%[59 µM] | -36% | 0 | 8% | 17%[57 µM] | 16%
Cc1ccc(-c2cc3nc(C)cc(NCc4ccco4)n3n2)cc1 | 19% | -19% | 3% | u | -30% | -14 | -1% | 24% | -1%
O=C(NC(=S)NCCc1ccccn1)c1ccco1 | -5% | -2% | 9% | 1% | -3% | -7 | -4% | 17% | -10%
COc1cc2c3c(c1)C(C)CC(C)(C)N3C(=O)C2=O (stereo unspecified) | 2% | u | -15% | u | u | 7 | -14% | u | -4%
O=C1c2ccccc2C(=O)N1Cc1ccco1 | -2% | -13% | -2% | -1%[59 µM] | -7% | 9 | -1% | 19% | 1%
COc1ccc(S(=O)(=O)NCCC(=O)OCC(=O)NC2CC2)cc1 | -2% | 8% | -16% | x | x | 4 | -2% | 18% | -4%

Remaining list, next part
SMILES	Pin1 inhibitor	JMJD2A Tudor	ERG Ets-DNA blk	G9a inh	BAZ2B inh	PI4K2A inh	GLS inh	HP1b binding inh	PGK inhibitor
Cc1ccc(Cl)cc1N1CCN(C(=O)CSc2ccsc2[N+](=O)[O-])CC1	-15%	u	-9%	50µM*	50µM*	-3	-1%	-6%	-13%
CCOC(=O)c1cnc2cc(F)c(F)cc2c1N1CCOCC1	-3%	-5%	-6%	45%	9%	-6	0%	20%	2%
CCC(=O)Nc1cccc(C2=NOC3(C2)C[C@@H](C(N)=O)N(C(=O)C2(C)CC2)C3)c1 (stereo partly specified)	-5%	-20%	9%	4%[12.7 µM]	4%	2	1%	15%	-2%
O=C(CSc1cn(CCNC(=O)c2cccs2)c2ccccc12)NCc1ccccc1	-1%	-20%	-4%	-38%[59 µM]	-6%	0	-3%	25%	-6%
COC(=O)c1ccc(NC(=O)CCCC(=O)OCC(=O)c2ccc(Cl)cc2)cc1	-1%	1%	0%	2%[59 µM]	-1%	-4	-1%	39%[activator]	-9%
CCC(NC(=O)Nc1nnc(C(F)(F)F)s1)(C(F)(F)F)C(F)(F)F	-3%	-2%	-6%	u	15%	-6	11%	32%	1%
Cc1ccc(-c2nn(-c3ccccc3)cc2C(=O)NN2CCN(C)CC2)cc1	1%	-16%	-1%	u	-5%	-7	-3%	36%	i
C=CCSc1nnc2c(n1)OC(c1c(C)[nH]n(-c3ccccc3)c1=O)Nc1ccccc1-2 (stereo unspecified)	-8%	-12%	8%	11%[0.501 µM]	-9%	0	3%	16%	-6%
Cc1ccccc1NC(=O)/C(C#N)=C\c1ccsc1	1%	-14%	-3%	-6%[59 µM]	-5%	43	25%	17%	4%
CC(C)C(NC(=O)c1ccc(C(C)(C)C)cc1)C(=O)N1CCC(C(N)=O)CC1 (stereo unspecified)	-2%	-8%	-6%	11%[12.7 µM]	-4%	5	11%	9%	-2%
O=C(COC(=O)c1ccc2ncsc2c1)NCc1ccc(Cl)cc1	56%[activator]	-14%	-3%	12%[12.7 µM]	3%	4	-7%	52%[activator]	i
O=C1CS/C(=C\[N+](=O)[O-])N1c1ccc(OC(F)(F)F)cc1	4%	-29%	-9%	0%	-35%	-7	1%	-4%	-13%
CC(C)[C@H](NC(=O)c1ccco1)C(=O)NCc1ccccc1	-5%	-27%	12%	19%	-2%	0	-6%	-2%	-1%
COc1ccc(OCc2nc3ccccc3n2C(C)c2ccccc2)cc1 (stereo unspecified)	u	-9%	7%	u	-1%	4	5%	32%	2%
Cc1sc2ncn(CC(=O)Nc3ccc(C(C)C)cc3)c(=O)c2c1S(=O)(=O)N1CCN(c2ncccn2)CC1	10%	-22%	-2%	-30%[59 µM]	-5%	0	-5%	10%	-4%
Cc1ccc(C(=O)CC(=O)c2cccc(F)c2)c(O)c1	-1%	-16%[57.1 µM]	-7%	u	-38%	6	7%	20%	2%
CN(C)CCNC(=O)c1cccc(S(=O)(=O)Nc2ccccc2F)c1	6%	-3%	-6%	u	20%	-4	0%	36%	-10%
CC1(C)CN(O)CCN1O	-6%	-17%	1%	20µM*	-28%	-2	29%	20%	-7%
CN(C)CC1CCCCC1OC(=O)c1ccc(Cl)cc1Cl (stereo unspecified)	0%	-5%	8%	26%[59 µM]	0%	-2	2%	49%[activator]	-8%
Cc1cccc2sc(NC(=O)CN3C(=O)c4ccccc4C3=O)nc12	12%	-8%	-13%	24%[59 µM]	9%	-7	-4%	20%	-10%
CCOC(=O)C1CCN(c2c(C(=O)c3ccc(C)cc3)cnc3ccc(F)cc23)CC1	9%	-33%	0%	-24%[59 µM]	-24%	-3	-1%	9%	-2%
COc1ccc(N2CCN(C(=O)Cn3nnc(-c4ccccc4N)n3)CC2)cc1	-7%	-30%	-2%	-20%[59 µM]	u	-3	9%	-1%	-2%
Cn1cc(S(=O)(=O)c2ccc(Cl)cc2)c(=O)c2cc(F)c(N3CCCCCC3)cc21	0%	-21%	-8%	-1%[59 µM]	0%	-1	-4%	35%	i
CCN(CC)S(=O)(=O)c1ccc(NC(=O)c2ccc(Sc3nncn3C)c([N+](=O)[O-])c2)cc1	0%	u	2%	14%[59 µM]	-32%	-5	4%	7%	2%
COc1cccc(CNC(=O)c2ccc3c(c2)nc2n3CCCCC2)c1OC	2%	-16%	-3%	37%[59 µM]	8%	-7	-13%	15%[57 µM]	x
Cc1c(NC(=S)NC(=O)CCc2ccccc2)c(=O)n(-c2ccccc2)n1C	5%	-9%	3%	3%	-29%	1	1%	41%	-1%
CC(NC(=O)c1ccccc1NC(=O)c1ccncc1)c1ccccc1 (stereo unspecified)	-4%	-5%	3%	-13%	-16%	-2	0%	30%	i
CCn1c(SCC(=O)N2CCCCC2)nc(O)cc1=O	-5%	-10%	-1%	4%	-3%[57.1 µM]	-2	0%	33%	0%

Screening data as filed in PubChem.
